From PubChem BioAssay
PRMT1 inh = PRMT1 methyltransferase inhibitors, primary screen, biochemical, fluorescence polarization; inhibition, % at 2.79 µM; AID 652257, 2013; hit rate 1.3% among 370,000; recombinant PRMT1, activity-based probe fluorescence polarization;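 active = inhibition above about 21% made by adding two undisclosed values, limit read from the data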
TCR CD3 inh = inhibitors of human TCR-CD3 interaction, primary screen, biochemical, fluorescence, TAMRA-labeled TCR probe | inhibition, % at 9.4 µM | T-cell receptor (TCR) | hit rate 0.37% among 360,000; in the data active = inhibition above about 19%;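 note: recombinant mutant TCR 2C K166C tagged with TAMRA read by polarization; 0% = receptor in buffer alone and 100% = receptor with positive control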
SIAE primary = human SIAE inhibitors, primary screen, biochemical, fluorescence polarization, FP-Rh probe, 1536-well HTS; Sialate O-acetylesterase (Homo sapiens), Q9HAT2; hit rate 0.69% among 370,000; SIAE FP-Rh probe binding; AID 1053197, 2014; inhibition, % at 9.66 µM;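 active = inhibition above a cutoff: mean of compounds within the control limits plus 3 SD of those, cut at about 17% in these data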;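 note: 0% = plate median of compound wells and 100% = probe without SIAE protein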
mABHD4 FP = ABHD4 inhibitors, primary screen, biochemical, fluorescence polarization, mouse; purified mABHD4, FP-Rh probe fluorescence polarization; inhibition, % at 8.92 µM; hit rate 0.54% among 370,000;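 active = inhibition exceeding the mean over every tested compound plus 3 SD, cut at about 30% in these data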;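 note: 0% = plate median of compound wells and 100% = S159A mutant with DMSO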
Target sequence (Q8VD66 whole entry, looked up): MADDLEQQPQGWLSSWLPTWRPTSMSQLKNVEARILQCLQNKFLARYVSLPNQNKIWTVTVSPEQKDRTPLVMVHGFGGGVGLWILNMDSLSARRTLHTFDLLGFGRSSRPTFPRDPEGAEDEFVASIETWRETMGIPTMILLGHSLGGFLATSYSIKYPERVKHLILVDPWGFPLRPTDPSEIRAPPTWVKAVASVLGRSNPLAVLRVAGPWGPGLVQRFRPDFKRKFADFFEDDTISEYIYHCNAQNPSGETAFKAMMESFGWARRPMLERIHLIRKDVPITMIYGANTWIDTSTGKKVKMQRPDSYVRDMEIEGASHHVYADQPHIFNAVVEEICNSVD
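system = mouse ABHD4 enzyme, wild type | medium = HEPES pH 7.0, NaCl, Pluronic buffer | also added = FP-Rh probe | incubation = Enzyme–compound pre-incubation 45 min, then probe 60 min, both 25 °C | technique = fluorescence polarization, excitation 525 nm, emission 598 nm, BODIPY TMR filters | controls = S159A mutant high control, sample median low control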
GC-A act = GC-A stimulated cGMP production enhancers – HEK293 GC-A cells, cGMP TR-FRET, EC30 ANP, primary screen; Atrial natriuretic peptide receptor 1 (Homo sapiens), P16066; hit rate 0.14% among 370,000; 0% at EC30 ANP, 100% saturating ANP; activation, % at 10 µM; AID 1671463, 2021; in the data active = activation above about 40%
UHRF1 MBD2 ctr = UHRF1 methylated DNA binding inhibitors, primary screen, counter-screen for MBD2 inhibitor project, biochemical, TR-FRET, human UHRF1, single concentration; UHRF1 binding to methylated oligo; inhibition, % at 4.4 µM; hit rate 0.75% among 370,000; in the data active = inhibition above about 21%;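 note: UHRF1 SRA domain binding a hemimethylated CpG hairpin DNA probe; 0% = median of test compound wells and 100% = reference inhibitor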
Target sequence (Q96T88 whole entry, looked up, the tested form may be a part): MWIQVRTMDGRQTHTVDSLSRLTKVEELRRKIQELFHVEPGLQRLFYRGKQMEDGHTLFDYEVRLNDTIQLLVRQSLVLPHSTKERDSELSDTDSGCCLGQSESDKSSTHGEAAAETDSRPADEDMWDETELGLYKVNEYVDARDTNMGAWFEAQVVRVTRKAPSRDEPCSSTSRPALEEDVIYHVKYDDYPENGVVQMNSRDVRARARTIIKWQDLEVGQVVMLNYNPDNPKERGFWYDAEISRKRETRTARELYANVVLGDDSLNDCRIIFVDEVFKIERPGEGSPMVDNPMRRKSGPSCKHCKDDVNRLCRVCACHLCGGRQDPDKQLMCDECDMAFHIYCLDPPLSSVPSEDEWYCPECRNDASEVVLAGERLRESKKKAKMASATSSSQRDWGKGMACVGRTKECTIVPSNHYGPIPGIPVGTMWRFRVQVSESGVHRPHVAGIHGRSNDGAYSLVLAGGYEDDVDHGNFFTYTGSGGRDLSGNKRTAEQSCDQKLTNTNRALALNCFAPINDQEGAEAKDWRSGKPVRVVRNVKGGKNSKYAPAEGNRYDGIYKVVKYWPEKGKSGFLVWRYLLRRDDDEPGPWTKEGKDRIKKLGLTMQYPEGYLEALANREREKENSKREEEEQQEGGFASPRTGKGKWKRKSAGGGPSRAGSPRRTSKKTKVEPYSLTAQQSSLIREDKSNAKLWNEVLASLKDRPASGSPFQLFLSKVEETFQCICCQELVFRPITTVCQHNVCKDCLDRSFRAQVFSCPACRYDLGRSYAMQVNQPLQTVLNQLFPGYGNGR
HTRA1 inh = HTRA1 serine protease inhibitors, primary screen, biochemical, fluorescence polarization, HTS; Q92743; recombinant HTRA1, FP-rhodamine activity-based probe; inhibition, % at 5.96 µM; hit rate 0.5% among 340,000; in the data active = inhibition above about 36%;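 note: 0% = enzyme with DMSO and 100% = wells lacking enzyme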
MBD2 inh = inhibitors of MBD2 binding to methylated DNA, primary screen, biochemical, TR-FRET, DNA-binding domain, human. Methyl-CpG-binding domain protein 2 (Homo sapiens), Q9UBB5. MBD2 binding to methylated oligonucleotide. inhibition, % at 4.4 µM. hit rate 0.31% among 370,000. AID 686964, 2013; in the data active = inhibition above about 13%
GC-B act = human GC-B receptor activators, primary screen, HEK293 GC-B cells, cGMP TR-FRET, EC30 CNP; AID 1920062, 2024; activation, % at 10 µM; 0% at EC30 CNP, 100% saturating CNP; Atrial natriuretic peptide receptor 2 (Homo sapiens), P20594; hit rate 0.11% among 370,000;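 active = activation at 10 µM reaching about 35% in either raw or pattern-adjusted values, limit read from the data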
rCAG RNA binder = binders of r(CAG) RNA repeats, primary screen, biochemical, fluorescence. r(CAG) RNA repeat, TO-PRO-1 dye displacement fluorescence. inhibition, % at 3 µM. hit rate 1.3% among 370,000;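 active = inhibition above the plate cutoff, the mean of all test compounds on that plate plus 3 SD, cut at about 35% in these data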;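 note: 0% = DMSO alone and 100% = 100 µM mitoxantrone as full dye displacement; higher means more dye released from RNA so lower well fluorescence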
The depositor's hits bear a star; . = not tested or not shown.

entry	SMILES	PRMT1 inh	TCR CD3 inh	SIAE primary	mABHD4 FP	GC-A act
1	CCOC(=O)c1sc(-c2ccc(OC)cc2)cc1N	-2	-1	-6	-10	0
2	CN=C1S/C(=C\c2c(OC)cc(OC)cc2OC)C(=O)N1C	1	-4	-7	2	3
3	CCOC(=O)N1CCN(CC(O)COc2ccccc2[N+](=O)[O-])CC1 (stereo not given)	4	-8	-1	4	3
4	O=C(N/N=C/c1ccco1)c1cc(Br)ccc1OCc1ccccc1	-1	-2	0	11	10
5	COCCNC(=O)C(c1cccs1)N(Cc1cccs1)C(=O)Cn1nnc2ccccc21 (stereo not given)	1	-4	-1	-2	-8
6	CC1CC(C)CN(C(=O)CSc2nnc(-c3ccco3)o2)C1 (stereo not given)	2	3	-1	4	4
7	O=C(NCC(=O)N(Cc1cccs1)C(C(=O)NC1CCCCC1)c1cccnc1)c1ccco1 (stereo not given)	2	-4	-3	2	1
8	Cc1ccn2c(C(=O)c3ccc(Cl)cc3)cnc2c1	-1	2	-1	-4	-1
9	Cc1cccc(NC(=O)c2cnc3sccn3c2=O)c1C	2	-6	-5	2	-4
10	COc1ccc(C2/C(=C(/O)c3ccc(C)cc3)C(=O)C(=O)N2CC2CCCO2)cc1OC (stereo not given)	-1	-1	4	4	1
11	Cc1cc(C)nc(SCc2nnc(SCc3ccccc3Cl)o2)n1	-1	7	-8	-6	6
12	COc1ccc(N=C2S/C(=C\c3ccc(C)s3)C(=O)N2CC(C)C)cc1	0	3	-1	-4	-3
13	CCOc1ccc(-c2ccc(SCC)nn2)cc1	2	-4	6	3	0
14	CC(=O)N1N=C(c2ccc3nccnc3c2)CC1c1ccccc1 (stereo not given)	-4	-3	-4	2	1
15	O=C(c1ccc(F)cc1)N1CCC(C(=O)N2CCN(S(=O)(=O)c3cccc(Cl)c3)CC2)CC1	-3	-2	1	-6	-1

entry	UHRF1 MBD2 ctr	HTRA1 inh	MBD2 inh	GC-B act	rCAG RNA binder
1	-5	-9	-3	-11	2
2	2	6	-1	-3	1
3	4	1	4	2	-6
4	0	-21	-1	3	7
5	-2	-7	0	-8	0
6	-1	0	-5	-4	-2
7	1	0	4	-3	-6
8	0	-8	-7	1	-1
9	-1	.	-3	6	3
10	22*	3	6	3	0
11	-2	-8	2	-1	-9
12	0	-3	-2	-1	3
13	-1	1	3	-1	-2
14	-1	-5	0	-1	-5
15	3	3	-1	-4	-2

The list goes on:
entry	SMILES	PRMT1 inh	TCR CD3 inh	SIAE primary	mABHD4 FP	GC-A act
16	CN(C1CCCCC1)S(=O)(=O)c1cccc(C(=O)OCC(=O)NC2CCCc3ccccc32)c1 (stereo not given)	0	4	-3	-12	3
17	CCOC(=O)c1ccc(-n2nc(C)cc2C)cc1	0	2	-2	-3	-1
18	C/C=C(/C)C(=O)O[C@@H]1c2c(ccc3ccc(=O)oc23)O[C@@H]1C(C)(C)OC(C)=O	-2	-6	-5	-6	-1
19	Oc1ccc(C2CNCc3sccc32)cc1O (stereo not given)	46*	-2	12	24	-1
20	Cc1ccc(C2(C)NC(=O)N(CC(=O)NNC(=O)c3ccccc3F)C2=O)cc1 (stereo not given)	-3	1	4	-1	0
21	OC1(C#Cc2c(-c3ccsc3)oc3ccc(N4CCOCC4)cc23)CCCCC1	-4	0	5	3	8
22	COc1ccc(NC(=O)CN(C)C(=O)CCCc2c[nH]c3ccccc23)cc1	2	-6	12	2	-3
23	C[C@@H]1CCN(C2CC2)S(=O)(=O)c2ccc(N3CC[C@H](N(C)C)C3)cc2O1	0	.	4	3	3
24	CC(Sc1ccc(S(=O)(=O)N2CCCC2)cn1)C(N)=O (stereo not given)	0	-2	4	1	0
25	CC(=O)Oc1c(C)cc(Cl)cc1C(=O)Nc1ccc([N+](=O)[O-])cc1Cl	3	-2	-1	11	15
26	CCCCOc1ccc(CSC(=N)N)cc1[N+](=O)[O-]	-1	3	1	2	-5
27	Cc1ccc(C)c(NC(=O)CSc2ccc(-c3cccs3)nn2)c1	-4	3	-8	-10	1
28	CC(C)(C)C(=O)Nc1ccc2c(c1)OCCOCCOc1cc(NC(=O)C(C)(C)C)ccc1OCCOCCO2	2	3	-5	-5	3
29	CC(C)c1ccc(-n2cnn(-c3ncccc3[N+](=O)[O-])c2=O)cc1	-4	4	2	-2	3
30	O=C(Nc1ccc2c(c1)OCCO2)c1ccc(Br)cc1	-4	4	3	-2	1

entry	UHRF1 MBD2 ctr	HTRA1 inh	MBD2 inh	GC-B act	rCAG RNA binder
16	-3	-20	-7	6	2
17	-2	3	3	-6	-4
18	-1	-8	0	5	-4
19	-3	27	-5	4	4
20	1	2	-4	4	3
21	-3	6	-1	0	3
22	-3	-6	-3	4	4
23	0	.	6	11	3
24	-1	5	-6	6	2
25	0	0	0	11	1
26	6	-8	2	-10	11
27	-2	-7	7	-1	-2
28	7	3	0	3	1
29	-4	9	1	-1	-3
30	0	0	2	0	1

Other entries follow:
entry	SMILES	PRMT1 inh	TCR CD3 inh	SIAE primary	mABHD4 FP	GC-A act
31	COC(=O)c1sc(NC(=O)c2ccc([N+](=O)[O-])o2)c(C#N)c1C	2	3	-4	5	-2
32	Cc1ccc(NC(=O)N2CCc3ccccc3C2)c(C)c1	5	-7	-9	-14	0
33	COc1ccc(CCNC(=O)c2ccc(COc3ccccc3OC)o2)cc1	-3	0	3	-5	-3
34	O=C(CCNS(=O)(=O)c1ccc2c(c1)CCC(=O)N2)Nc1ccc2c(c1)OCCO2	-1	-6	-3	2	3
35	O=C(Nc1cccc(C(F)(F)F)c1)C1(c2ccccc2)CC1	0	8	-4	3	-7
36	Cc1ccc(C(=O)N2CCCC2(C)C(=O)NCC(C)C)cc1F (stereo not given)	0	-2	3	-2	-1
37	NC(=S)N=Nc1c(O)n(Cc2ccc(F)cc2)c2ccccc12	4	-4	1	3	5
38	COCCNC(=O)C1CCCN(Cc2cccc(C#N)c2)CC1 (stereo not given)	-3	0	2	1	0
39	O=C(/C=C/c1ccccc1)NNc1ccc(Cl)cc1	9	-9	-8	-13	-2
40	O=C(NCc1ccc(F)cc1)c1cc(C2CCCN(C(=O)c3ccc4c(c3)CCO4)C2)on1 (stereo not given)	4	-1	3	-3	0
41	COc1cccc(CNC(=O)c2nnn(CC(=O)Nc3cc(Cl)ccc3C)c2N)c1	-4	9	-10	-1	0
42	CCC(C)[C@H](NC(=O)[C@@H]1CSC2c3ccccc3C(=O)N21)C(=O)NCC1CCCO1 (stereo not given in full)	4	2	-10	-8	1
43	COc1ccc(C(C)(O)c2nc(-c3cccc(F)c3)cs2)cc1 (stereo not given)	-2	-5	-9	-25	-1
44	CCOc1ccc(N2CC(C(=O)Nc3nnc(Cc4ccc(OC)c(OC)c4)s3)CC2=O)cc1 (stereo not given)	1	-1	6	2	1
45	CN(C)CCCn1c(SCC(=O)Nc2nc(-c3cccc(Br)c3)cs2)nc2ccccc2c1=O	4	-3	12	-1	-4

entry	UHRF1 MBD2 ctr	HTRA1 inh	MBD2 inh	GC-B act	rCAG RNA binder
31	-3	5	-6	-1	18
32	3	7	7	0	-7
33	0	-1	1	-5	-6
34	1	3	0	6	4
35	1	-11	-2	-1	0
36	0	.	-5	5	-1
37	4	-4	2	2	12
38	0	.	-3	1	1
39	1	-3	11	6	-1
40	-1	.	3	4	0
41	-1	-3	-4	7	7
42	-1	1	1	-1	2
43	2	.	-3	-1	2
44	1	-2	2	2	7
45	0	-33	6	-3	14

(further entries)
entry	SMILES	PRMT1 inh	TCR CD3 inh	SIAE primary	mABHD4 FP	GC-A act
46	COc1ccc(Nc2nc(C)nc3c2nnn3Cc2ccccc2Cl)c(OC)c1	0	-1	-4	3	1
47	CC(C)c1nnc(NC(=O)c2nc(S(=O)(=O)Cc3ccc(F)cc3)ncc2Cl)s1	6	9	-3	5	5
48	COc1ccc(NC(=O)c2cc(-c3ccco3)on2)cc1	6	-9	-10	-15	-1
49	CCN(CC)CCSC(=O)C(c1ccccc1)c1ccccc1	76*	3	7	0	-5
50	NS(=O)(=O)c1cc(C(=O)OCC(=O)NNC(=O)c2ccccc2)ccc1Cl	-2	6	-4	-1	1
51	O=C(c1cc2ccccc2oc1=O)N1CCN(S(=O)(=O)c2ccccc2)CC1	-1	13	-6	-5	-1
52	CCOc1ccc(N(CC(=O)Nc2ccc(C)c(Cl)c2)S(C)(=O)=O)cc1	0	-1	-5	-13	-4

entry	UHRF1 MBD2 ctr	HTRA1 inh	MBD2 inh	GC-B act	rCAG RNA binder
46	-2	-3	-2	2	-1
47	-1	5	4	3	14
48	2	-3	6	0	1
49	12	.	-4	-3	-1
50	0	-3	-2	6	4
51	0	5	3	-1	0
52	2	-19	2	1	-1

Arranged by heavy-atom count (falling): part of the list above
entry	SMILES	PRMT1 inh	TCR CD3 inh	SIAE primary	mABHD4 FP	GC-A act
44	CCOc1ccc(N2CC(C(=O)Nc3nnc(Cc4ccc(OC)c(OC)c4)s3)CC2=O)cc1 (stereo not given)	1	-1	6	2	1
40	O=C(NCc1ccc(F)cc1)c1cc(C2CCCN(C(=O)c3ccc4c(c3)CCO4)C2)on1 (stereo not given)	4	-1	3	-3	0
42	CCC(C)[C@H](NC(=O)[C@@H]1CSC2c3ccccc3C(=O)N21)C(=O)NCC1CCCO1 (stereo not given in full)	4	2	-10	-8	1
46	COc1ccc(Nc2nc(C)nc3c2nnn3Cc2ccccc2Cl)c(OC)c1	0	-1	-4	3	1
51	O=C(c1cc2ccccc2oc1=O)N1CCN(S(=O)(=O)c2ccccc2)CC1	-1	13	-6	-5	-1
50	NS(=O)(=O)c1cc(C(=O)OCC(=O)NNC(=O)c2ccccc2)ccc1Cl	-2	6	-4	-1	1
52	CCOc1ccc(N(CC(=O)Nc2ccc(C)c(Cl)c2)S(C)(=O)=O)cc1	0	-1	-5	-13	-4
38	COCCNC(=O)C1CCCN(Cc2cccc(C#N)c2)CC1 (stereo not given)	-3	0	2	1	0
48	COc1ccc(NC(=O)c2cc(-c3ccco3)on2)cc1	6	-9	-10	-15	-1
39	O=C(/C=C/c1ccccc1)NNc1ccc(Cl)cc1	9	-9	-8	-13	-2

entry	UHRF1 MBD2 ctr	HTRA1 inh	MBD2 inh	GC-B act	rCAG RNA binder
44	1	-2	2	2	7
40	-1	.	3	4	0
42	-1	1	1	-1	2
46	-2	-3	-2	2	-1
51	0	5	3	-1	0
50	0	-3	-2	6	4
52	2	-19	2	1	-1
38	0	.	-3	1	1
48	2	-3	6	0	1
39	1	-3	11	6	-1

Reformatted with values under each structure: entries from further up
Values run as follows: PRMT1 inh, TCR CD3 inh, SIAE primary, mABHD4 FP, GC-A act, UHRF1 MBD2 ctr, HTRA1 inh, MBD2 inh, GC-B act, rCAG RNA binder
46: COc1ccc(Nc2nc(C)nc3c2nnn3Cc2ccccc2Cl)c(OC)c1
→ 0, -1, -4, 3, 1, -2, -3, -2, 2, -1
47: CC(C)c1nnc(NC(=O)c2nc(S(=O)(=O)Cc3ccc(F)cc3)ncc2Cl)s1
→ 6, 9, -3, 5, 5, -1, 5, 4, 3, 14

The list is partial; count on the stated rates, not on these rows.
